# Bioassay records as filed in PubChem BioAssay.
# ROC1-CUL1 inh: human ROC1-CUL1 E3 ligase inhibition | P62877+Q13616 | in vitro K48 di-Ub FRET, acceptor:donor ratio, 45 min | inhibition, % at 10 µM | 140,000 compounds, 0.6% hits | AID 1347404; in the data active = inhibition above about 25%
# Target sequence (P62877 whole entry, looked up): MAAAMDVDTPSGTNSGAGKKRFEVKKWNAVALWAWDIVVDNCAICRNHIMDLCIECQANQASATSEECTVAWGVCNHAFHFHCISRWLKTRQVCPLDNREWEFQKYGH
# Target sequence (Q13616 whole entry, looked up): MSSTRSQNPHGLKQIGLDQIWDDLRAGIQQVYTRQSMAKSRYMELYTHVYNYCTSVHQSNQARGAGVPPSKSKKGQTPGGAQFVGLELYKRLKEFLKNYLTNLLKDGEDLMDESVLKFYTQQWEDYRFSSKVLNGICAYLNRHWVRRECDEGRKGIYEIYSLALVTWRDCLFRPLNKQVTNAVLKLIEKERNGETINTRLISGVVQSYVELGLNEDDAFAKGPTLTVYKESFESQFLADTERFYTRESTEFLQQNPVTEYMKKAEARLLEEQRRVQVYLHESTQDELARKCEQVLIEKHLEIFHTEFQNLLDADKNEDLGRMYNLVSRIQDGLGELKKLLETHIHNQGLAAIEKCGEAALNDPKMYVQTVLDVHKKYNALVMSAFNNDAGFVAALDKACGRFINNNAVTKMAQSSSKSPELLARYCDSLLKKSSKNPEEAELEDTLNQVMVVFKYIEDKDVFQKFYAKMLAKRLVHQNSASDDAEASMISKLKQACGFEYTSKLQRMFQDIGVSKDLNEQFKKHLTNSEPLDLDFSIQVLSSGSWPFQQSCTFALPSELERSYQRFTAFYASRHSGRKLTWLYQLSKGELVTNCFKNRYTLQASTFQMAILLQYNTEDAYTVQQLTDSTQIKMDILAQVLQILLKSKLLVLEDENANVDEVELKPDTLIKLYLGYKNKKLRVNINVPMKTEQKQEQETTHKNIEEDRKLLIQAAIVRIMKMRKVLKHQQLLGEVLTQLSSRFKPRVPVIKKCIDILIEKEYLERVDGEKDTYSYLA
# * marks the source's active call; other numbers are inactive results. Not all compounds are listed; rates above refer to the full screens.
# Sample of the layout, 4 compounds:
SMILES,ROC1-CUL1 inh
Cc1cc(C)cc(NC(=O)N2CCN3CCCCC3C2)c1 (stereo not given),2
COc1cc(C2c3c(oc4ccccc4c3=O)C(=O)N2c2nnc(C)s2)ccc1O (stereo not given),-7
COc1ccccc1OCCn1c(COc2cc(C)ccc2C)nc2ccccc21,-9
COc1ccc(C(=O)NCCSCc2cccs2)cc1OC,4

# The list itself, from the first entry:
SMILES,ROC1-CUL1 inh
Cc1cc(C)cc(NC(=O)N2CCN3CCCCC3C2)c1 (stereo not given),2
COc1cc(C2c3c(oc4ccccc4c3=O)C(=O)N2c2nnc(C)s2)ccc1O (stereo not given),-7
COc1ccccc1OCCn1c(COc2cc(C)ccc2C)nc2ccccc21,-9
COc1ccc(C(=O)NCCSCc2cccs2)cc1OC,4
CCOc1ccc(C2CC(=O)NC(NC(=O)c3ccc(C)cc3)=N2)cc1 (stereo not given),1
COc1cc(/C=C2\C(=O)Nc3c(Br)cc(Br)cc32)cc(Cl)c1O,6
Cc1cccc(OCCn2c(=O)oc3ccc(C)cc32)c1,-3
Cc1cc(C)cc(N(C)S(=O)(=O)c2nnc(NC(=O)COc3ccc(C)c(C)c3)s2)c1,0
O=c1ccc(=O)n(C2CCS(=O)(=O)C2)[nH]1 (stereo not given),-8
N=C1S/C(=C\c2ccc(N3CCOCC3)cc2)C(=O)N1c1ccccc1Cl,0
OC(COc1cccc(CN2CCCC2)c1)CN1CCOCC1 (stereo not given),-10
CCC(=O)N1CCc2cc(Br)cc(S(=O)(=O)N3CCCC(C(=O)Nc4ccc(C(C)C)cc4)C3)c21 (stereo not given),6
Cc1ccc2c(c1)C(O)(C1CCSCC1)c1ccccc1CS2 (stereo not given),2
CSC1=NC(=Nc2cccc(Cl)c2)C2(CCCCC2)N1c1ccccc1,0
CCOc1ccc(CCNC(=O)c2[nH]c3cc(OC)ccc3c2Sc2ccccc2)cc1OCC,7
CCCC1=Nc2cc(C(=O)NCc3ccccc3)ccc2Sc2ccccc21,4
COc1ccc(-c2c(C)sc(=NC(=O)c3ccccc3)n2-c2ccccn2)cc1,-3
Cc1cc(C)n(CC(=O)N2CCc3onc(-c4ccc(F)c(F)c4)c3C2)n1,8
CC(C)C(=O)OCc1cc(=O)n2nc(C3CCCCC3)sc2n1,-5
CCC(=O)Nc1nc(-c2ccc(-c3ccccc3)cc2)cs1,8
COc1ccc2c(c1)c1nc3cc4ccccc4cc3nc1n2C,7
COc1ccc(N2CCN(C(=O)c3ccc4ccccc4c3)CC2)cc1,4
CC(C)Sc1ncc(Cl)c(C(=O)Nc2ccc(S(=O)(=O)N(C)c3ccccc3)cc2)n1,0
CCOc1ccc2nc(NC(=O)CCC3CCCC3)sc2c1,-7
Cc1ccc(NC(=O)c2cnn(-c3ccc(C)c(C)c3)c2C2CCN(C(=O)OC(C)(C)C)CC2)c(C)c1,1

# Three of these compounds, reformatted:
Compound: CCC(=O)Nc1nc(-c2ccc(-c3ccccc3)cc2)cs1
- ROC1-CUL1 inh = 8

Compound: COc1ccc2c(c1)c1nc3cc4ccccc4cc3nc1n2C
- ROC1-CUL1 inh = 7

Compound: COc1ccc(N2CCN(C(=O)c3ccc4ccccc4c3)CC2)cc1
- ROC1-CUL1 inh = 4

# Additional entries:
SMILES,ROC1-CUL1 inh
Cc1ccccc1NC(=O)C12CCC(C)(C(=O)O1)C2(C)C (stereo not given),0
COc1cccc(NC(=O)COC(=O)C23CC4CC(CC(C4)C2)C3)c1,-1
COc1ccc2nc(NC(=O)Cc3noc4ccccc34)sc2c1,4
COc1ccc(-c2nc(SCC(=O)Nc3cccc(F)c3)[nH]c(=O)c2C#N)cc1,-2
COc1cc(OC)nc(Oc2cccc(Cl)c2CC(=O)O)n1,3
O=C1CSC2(C(=O)N(Cc3ccccc3F)c3ccccc32)N1c1cccc(C(F)(F)F)c1 (stereo not given),-8
CC(=O)N1CCC(N2CCCC(CCc3cccc(C(F)(F)F)c3)C2)CC1 (stereo not given),5
O=C(COc1ccccc1)NCC(c1ccc(Cl)cc1)N1CCCCC1 (stereo not given),7
COC(=O)c1ccc2nc(CC#N)[nH]c2c1,-7
CCC(=O)N1CCc2cc(S(=O)(=O)NC(CC(C)C)C(=O)Nc3cccc(C)c3C)ccc21 (stereo not given),-1
COc1ccc(Cl)cc1NS(=O)(=O)C1C(=O)NC(=O)N=C1C (stereo not given),3
Cc1cc(C(=O)CSc2nnc3sc4ccccc4n23)c(C)n1-c1ccc(Cl)cc1,7
Cc1cccnc1CCNC(=O)c1ccc(C2CCCN2C(C)C)s1 (stereo not given),-1
COC(=O)c1cc(NC(=O)C2CCCC2)ccc1O,0
CN(C(=O)CCNC(=O)Cn1cnc2ccccc2c1=O)c1ccccc1F,0
O=C(Cn1ncc2c3ccccc3n(Cc3ccccc3)c2c1=O)NC1CCCCCC1,-1
COC(=O)CN=CCC(=O)c1ccc(-c2ccccc2)cc1,-7
Cc1ccc(-c2[nH]nc3c2C(c2ccccc2C)C(C#N)C(=N)O3)cc1 (stereo not given),14
O=C(Nc1ccc(C(=O)N2CCCC2)cc1)C1CC1c1ccc(Cl)cc1 (stereo not given),-2
Cc1ccc2nc3c(cc(C(=O)NCC4CCCO4)c(=N)n3C(C)C)c(=O)n2c1 (stereo not given),8
Cc1ccc(-c2nn3c(-c4ccc(C)cc4)nnc3c3ccccc23)cc1,3
CCc1ccc(S(=O)(=O)c2cn(C)c3cc(N4CCN(CC)CC4)c(F)cc3c2=O)cc1,-1
COc1ccc(CC2CN(C(=O)CN3CCCCCC3)CCO2)cc1 (stereo not given),-3
O=C(CC1Sc2ccccc2NC1=O)Nc1ccccc1Cl (stereo not given),2
CCc1ccc(S(=O)(=O)N2CCN(C(=O)c3ccccc3)CC2)cc1,0

# 3 records picked at random from those above, as already listed:
SMILES,ROC1-CUL1 inh
O=C1CSC2(C(=O)N(Cc3ccccc3F)c3ccccc32)N1c1cccc(C(F)(F)F)c1 (stereo not given),-8
Cc1ccccc1NC(=O)C12CCC(C)(C(=O)O1)C2(C)C (stereo not given),0
COc1ccc(CC2CN(C(=O)CN3CCCCCC3)CCO2)cc1 (stereo not given),-3

# A draw from above in order of length of the SMILES, smallest number first:
SMILES,ROC1-CUL1 inh
O=C(CC1Sc2ccccc2NC1=O)Nc1ccccc1Cl (stereo not given),2
O=C(COc1ccccc1)NCC(c1ccc(Cl)cc1)N1CCCCC1 (stereo not given),7
O=C(Cn1ncc2c3ccccc3n(Cc3ccccc3)c2c1=O)NC1CCCCCC1,-1
Cc1cc(C(=O)CSc2nnc3sc4ccccc4n23)c(C)n1-c1ccc(Cl)cc1,7
Cc1ccc2nc3c(cc(C(=O)NCC4CCCO4)c(=N)n3C(C)C)c(=O)n2c1 (stereo not given),8
CCC(=O)N1CCc2cc(S(=O)(=O)NC(CC(C)C)C(=O)Nc3cccc(C)c3C)ccc21 (stereo not given),-1

# (more compounds)
SMILES,ROC1-CUL1 inh
CCOC(=O)c1ccc(COC(=O)c2ccc(C)c(NC(C)=O)c2)c(Br)c1,-4
Cc1ccc(Cl)cc1NC(=O)NC1COc2ccccc2C1 (stereo not given),3
CC1CCN(Cn2cnn(CN3CCC(C)CC3)c2=S)CC1,0
CN1CCN(C(=O)c2cc3c(s2)CCCCC3)CC1,-3
O=C(Nc1ccc(O)cc1)C1(c2ccccc2)CCN(S(=O)(=O)c2ccccc2)CC1,-3
CCN1CCN(c2ncc3c(n2)CCN(Cc2cc(Br)cs2)C3)CC1,2
COc1ccc(Cl)cc1NC(=O)c1c(NCc2cccs2)sc2c1CCCC2,-10
CCN(C(=O)Cn1ncc2c(=O)oc3ccccc3c21)c1ccccc1F,7
O=C(NCc1ccccc1)C1CCN(S(=O)(=O)c2ccc3[nH]c(=O)ccc3c2)CC1,-2
COC(=O)c1cc(-c2ccccc2)no1,-13
COc1ccc(C2=CC3=S(SC(c4ccccc4)=C3)S2)cc1 (stereo not given),4
Cc1cc(C)n(C(=O)c2sc3nc(-c4cccs4)cc(-c4ccccc4)c3c2N)n1,2
Cc1ccccc1C1C2=C(CC(C)CC2=O)Nc2ncnn21 (stereo not given),-6
CC1C(=NC(=O)CSc2nnc(-c3ccccc3)n2-c2ccccc2)C(=O)N(c2ccccc2)N1C (stereo not given),-3
COc1ccc(/C=C2\C(=O)ON=C2C)cc1OC,3
O=C(O)C1C2C=CC(C3CC23)C1C(=O)N1CCc2ccccc21 (stereo not given),3
CCc1cc2c(-c3ccccc3)cc(=O)oc2c2c1OCN(Cc1ccc(F)cc1)C2,0
Cc1ccc(OCC(=O)N2CCCC(C)C2)c(C)c1 (stereo not given),2
CCOc1cc(CC2=NC(=O)N(CC(=O)Nc3ccc(C)cc3)C2=O)cc(Br)c1OCc1ccc(Cl)cc1Cl,6
CCCOc1ccc(C2C3=C(CCCC3=O)OC(=N)C2C#N)cc1OC (stereo not given),-12
O=C(NCC1CCCO1)C1C=Nc2ccc(S(=O)(=O)Nc3cccc(C(F)(F)F)c3)cc2C1=O (stereo not given),0
O=C(C1COc2ccccc2O1)N(Cc1cccnc1)c1nc2ccc(Cl)cc2s1 (stereo not given),-2
CCOC(=O)CC(NC(=O)CCc1c(C)nc2ncnn2c1C)c1ccc(OC(C)C)cc1 (stereo not given),-4
O=C1CC(c2cccc(F)c2)Sc2nc(C34CC5CC(CC(C5)C3)C4)nn21 (stereo not given),3
CCC(Oc1cccc(Cl)c1)C(=O)N1CCN(C)CC1 (stereo not given),-1
# Later entries
SMILES,ROC1-CUL1 inh
Cc1cc(C)cc(NC(=O)CN2C(=O)c3ccccc3Sc3ccc(C(=O)N4CCOCC4)cc32)c1,10
COc1cc(N2CCCC2)c(OC)cc1CC1=NC(=O)N(Cc2ccc(Cl)cc2Cl)C1=O,3
O=C(CSc1ncc(S(=O)(=O)c2ccc(Cl)cc2)c(=O)[nH]1)Nc1ccc2c(c1)OCCO2,-2
COc1ccc(NC(=O)c2sc3nc(-c4ccccc4)cc(-c4ccccc4)c3c2N)c(OC)c1,-2
O=C(Nc1ccc(S(=O)(=O)Nc2nccs2)cc1)Nc1cccc(Cl)c1,6
CSc1nnc(-c2cc(Cl)ccc2NC(C)=O)c(=O)[nH]1,13
Cc1ccn(S(=O)(=O)c2cc(C)c(Br)cc2C)n1,8
COc1ccc(Cl)cc1NC(=O)CC(C(=O)O)N1CCNCC1 (stereo not given),2
Cc1cc(C)cc(NC(=O)C2CCN(c3cc(C)nc4c(-c5ccc(Cl)cc5)c(C)nn34)CC2)c1,-7
CCc1ccc(CNCc2c(C(=O)O)n(Cc3ccc(F)cc3Cl)c3cc(OC)ccc23)cc1,4
O=C(c1ccc(Cl)cc1Cl)C(c1cccnc1)C(O)C(Cl)(Cl)Cl (stereo not given),2
Cc1nnc(SCCCc2ccccc2)n1-c1ccc(F)cc1,0
Cn1c(=O)cc(OCC(=O)NCc2ccc(F)cc2Cl)c2ccccc21,-6
C/C(=N\N=C1/NC(=O)C(CC(=O)O)S1)c1ccc(Cl)cc1 (stereo not given),-5
COc1ccc(-n2nc([N+](=O)[O-])c(=O)c3ccc(Cl)cc32)cc1,8
Cc1ccc(-c2noc(CSc3nnc(C)n3-c3ccc(C)c(C)c3)n2)cc1,-9
CCn1nc(C)c2c(-c3ccccc3)cc(=O)n(C(C)C(=O)Nc3cc(C)ccc3C)c21 (stereo not given),-2
O=C(c1cccs1)N1CCN(c2ncccn2)CC1,-1
COc1ccccc1NC(=O)c1c(NC(=O)C(C)(C)C)sc2c1CCC2,-4
COc1ccc(-c2nnc(-c3ccco3)nc2N2CCCCC2)cc1,2
Cc1noc(/C=C/N(C)C)c1S(=O)(=O)N1CCCC(C(=O)Nc2ccc(F)cc2F)C1 (stereo not given),7
O=C(CCC1CCCC1)NC1CCCC1,-8
Cn1c(=O)c2c(-c3ccccc3)n(-c3cccc(C#N)c3)cc2n(C)c1=O,-14
COCCCNC(=O)Cn1cnc2sc(C)c(S(=O)(=O)N3CCN(c4ccccc4OC)CC3)c2c1=O,-10
C=CCN1C(=O)C(C(=O)NCCc2ccccc2)C(=O)c2ccccc21 (stereo not given),-5
# Next records:
SMILES,ROC1-CUL1 inh
CCc1ccc(NC(=O)Cn2c(=O)n(Cc3ccc4c(c3)OCO4)c(=O)c3oc4ccccc4c32)cc1,-1
CCN(CC)c1ccc(C=C(c2nnnn2-c2ccc(C)cc2)c2nnnn2-c2ccc(C)cc2)cc1,4
O=c1c2sc3ccccc3c2n(Cc2ccc(F)cc2)c(=O)n1Cc1ccco1,-9
Cc1ccc(-c2n[nH]c3c2C(c2ccc(O)cc2)N(c2ccc(F)cc2)C3=O)cc1 (stereo not given),10
CCn1c(SCC(=O)Nc2cccc(OC)c2)nc2c1c(=O)n(C)c(=O)n2C,-10
CCN1C(=O)CC(CC(=O)N(C)CCc2ccccc2)(c2cccc(C(F)(F)F)c2)C1=O (stereo not given),-4
CCOC(=O)C1(Cc2cccc(Cl)c2)CCCN(C(=O)c2ocnc2C)C1 (stereo not given),6
Cc1ccc(NS(=O)(=O)c2ccc(NC(=O)CN(c3ccccc3Br)S(C)(=O)=O)cc2)cc1C,-2
Cc1cc(N2CCN(c3cccc(C(F)(F)F)c3)CC2)n2nc(-c3ccccc3)nc2n1,2
CC(=O)C[C@H]1OC(Oc2c3c(c(Cl)c4cccc([N+](=O)[O-])c24)C(=O)c2cc(C)ccc2C3=O)[C@H](OC(C)=O)[C@@H](OC(C)=O)[C@@H]1OC(C)=O (stereo not given in full),-6
CCCn1ncc(-c2ccnc(N3CCCC3c3nonc3C)n2)c1C (stereo not given),1
Cc1cc(C)c2c(N)c(C(=O)NN3CC(=O)N(c4ccccc4F)CC3=O)sc2n1,8
O=C(CSc1nccn1Cc1ccc(Cl)cc1)Nc1ccc2c(c1)OCO2,1
COc1ccc(Cl)cc1NC(=O)CSc1c2c(nc3ccccc13)CCC2,1
Cc1oc(-c2ccccc2NC(=O)CC2CCCC2)nc1CNC(=O)C(C)(C)C,8
